Source: PubChem
PG9 binder: PG9 antibody binding by small molecule; TR-FRET gp120-PG9 antibody binding; inhibition, % at 6.7 µM; 360,000 tested, 0.43% active; AID 624416; in the data active means inhibition above about 8.5%
SMARCA2 activ: activators of SMARCA2 function. MG213 cells, MMTV-luciferase reporter, dexamethasone, overnight. activation, % at 9.1 µM. 370,000 tested, 1% active; in the data active means activation above about 7.8%;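 further: 0% = vehicle wells and 100% = reference activator wells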
ADAM10 inh: inhibits human ADAM10; inhibition, % at 7 µM; O14672; recombinant ADAM10, EDANS/DABCYL FRET peptide cleavage, 3 h; 370,000 tested, 0.62% active;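 active means inhibition above a per-campaign cutoff equal to the mean of compounds falling between control-based bounds plus 3 SD, cut at about 20% in these data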;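 further: 0% = DMSO wells while the 100% control is not disclosed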
Target sequence (O14672 214-748 limits assumed): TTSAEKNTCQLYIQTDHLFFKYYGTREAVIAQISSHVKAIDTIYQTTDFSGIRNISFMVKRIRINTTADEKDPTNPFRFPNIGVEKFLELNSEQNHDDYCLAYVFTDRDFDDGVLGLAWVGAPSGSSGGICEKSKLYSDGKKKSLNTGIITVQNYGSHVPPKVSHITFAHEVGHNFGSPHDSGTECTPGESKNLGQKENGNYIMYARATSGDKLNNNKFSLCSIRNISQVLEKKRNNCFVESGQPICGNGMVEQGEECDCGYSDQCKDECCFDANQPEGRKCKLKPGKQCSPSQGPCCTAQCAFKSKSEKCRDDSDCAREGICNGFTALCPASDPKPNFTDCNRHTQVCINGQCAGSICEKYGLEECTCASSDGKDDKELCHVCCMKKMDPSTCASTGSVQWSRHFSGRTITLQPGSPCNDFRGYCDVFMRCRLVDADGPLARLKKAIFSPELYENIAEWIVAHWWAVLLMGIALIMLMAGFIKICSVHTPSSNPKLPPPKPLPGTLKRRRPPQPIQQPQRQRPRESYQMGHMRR
hcDAF12 agonist: H. contortus DAF-12 activation, primary screen; activation, % at 6.8 µM; AID 652067; HEK293 hcDAF-12 lit1-tk-luc reporter, luminescence; 0% DMSO, 100% Δ7-dafachronic acid; 370,000 tested, 1.4% active;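 active means activation above the mean of all tested compounds plus 3 SD, cut at about 5.5% in these data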;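 further: 100% = response to 3 µM Δ7-dafachronic acid high control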
FXN GAA850 act: activators of GAA850 frataxin (FXN) promoter | HEK293 lucGAA850 FXN promoter luciferase reporter, 24 h; percent of 10 µM SAHA response | activation, % at 6 µM | 360,000 tested, 0.56% active | AID 540364;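 active means activation above the average of all compounds screened plus 3 SD, cutoff fixed separately per campaign, cut at about 7.5% in these data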;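 further: 0% = DMSO wells and 100% = 10 µM SAHA wells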
DAX1 inh-1: inhibitors of DAX1 repression of SF-1 activated StAR promoter. 370,000 tested, 1.1% active. HEK293T StAR-luciferase reporter, SF-1/DAX-1 repression relief. AID 652010. inhibition, % at 6.8 µM;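 active means inhibition above the mean over all tested compounds plus 3 SD, cut at about 3.6% in these data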;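 further: 0% = DAX-1 cells with DMSO and 100% = cells lacking DAX-1 with DMSO; higher inhibition means more luminescence from relief of DAX-1 repression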
hgDAF-12 ag: activates the H. glycines DAF-12 receptor ligand-binding domain; HEK293 GAL4-hgDAF12 UAS-luciferase reporter, agonist luminescence; normalized to butyrate control; activation, % at 6.8 µM; 370,000 tested, 1.8% active; AID 687014;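 active means activation above a cutoff set at the mean of all screened compounds plus 3 SD, cut at about 10% in these data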;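 further: 0% = DMSO wells and 100% = sodium butyrate wells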
ADAM17 inh: inhibitors of human ADAM17. AID 720648. 370,000 tested, 0.83% active. P78536. recombinant ADAM17, EDANS/DABCYL FRET peptide cleavage. inhibition, % at 6.95 µM;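 active means inhibition above the mean of compounds lying between control limits plus 3 SD, set per campaign, cut at about 8.5% in these data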;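 further: 0% = DMSO-only wells as the low control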
NPR1 activator: GC-A (human) enzyme activation; HEK293 GC-A cells, cGMP TR-FRET, EC30 ANP; 0% at EC30 ANP, 100% saturating ANP; activation, % at 10 µM; P16066; 370,000 tested, 0.14% active; in the data active means activation above about 40%
DAX1 inh-2: inhibits human nuclear receptor DAX1; inhibition, % at 6.75 µM; AID 504766; 340,000 tested, 0.99% active; HEK293 Gal4-DAX1 luciferase reporter, luminescence;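 active means inhibition above the mean over all tested compounds plus 3 SD, cut at about 4.2% in these data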;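 further: 0% = DAX1-transfected cells with DMSO and 100% = empty-vector control cells with DMSO; inhibition shows as a rise in luminescence from relieved DAX1 repression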
Target sequence (P51843 207-470 limits assumed): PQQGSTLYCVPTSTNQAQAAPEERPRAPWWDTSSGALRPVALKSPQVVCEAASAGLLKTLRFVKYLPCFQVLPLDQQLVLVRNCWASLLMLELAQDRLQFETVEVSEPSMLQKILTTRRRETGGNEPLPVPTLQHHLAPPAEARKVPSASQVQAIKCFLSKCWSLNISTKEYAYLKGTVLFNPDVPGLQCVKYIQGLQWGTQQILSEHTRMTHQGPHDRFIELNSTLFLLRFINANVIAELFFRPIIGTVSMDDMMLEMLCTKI
ssDAF-12 act: S. stercoralis DAF-12 activation, primary screen. AID 652126. activation, % at 6.8 µM. HEK293 ssDAF-12/GRIP1 lit1-tk-luc reporter, luminescence; % of 3 µM dafachronic acid response. 370,000 tested, 1% active;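 active means activation above the mean over all tested compounds plus 3 SD, cut at about 0.9% in these data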;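 further: 0% = DMSO-only wells and 100% = 3 µM delta7-dafachronic acid wells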
Active calls of the source: *; · = not tested or not shown. Rows are unselected (roughly 6.8% active in at least one column).

SMILES | PG9 binder | SMARCA2 activ | ADAM10 inh | hcDAF12 agonist | FXN GAA850 act | DAX1 inh-1 | hgDAF-12 ag | ADAM17 inh | NPR1 activator | DAX1 inh-2 | ssDAF-12 act
COc1ccc(CNc2nc(-c3cccnc3)nn2S(C)(=O)=O)cc1 | 0.0 | 4 | 4 | -1.6 | 3.3 | -1.1 | 0.8 | 2 | -4 | 0.1 | -0.9
CC(C)c1cc(C(=O)Nc2cc(Br)ccc2O)no1 | -1.3 | -1 | 1 | 1.0 | 9.9* | 1.4 | 8.9 | 0 | -1 | 0.3 | -0.6
COc1ccc(-c2nc(CC(=O)O)cs2)cc1OC | 0.0 | 2 | -224 | -0.4 | · | -0.3 | -2.3 | -76 | 0 | · | -1.1
COC(=O)c1c(N)c2ccccc2[nH]c1=O | 0.7 | -2 | -25 | 0.9 | 2.1 | 0.2 | 0.9 | -10 | -2 | 1.0 | -0.7
Nc1c(N(CCCO)C(=O)C2CCCCC2)c(=O)[nH]c(=O)n1Cc1ccccc1 | -0.9 | -1 | -9 | -1.1 | 2.6 | -0.7 | 0.0 | -3 | -1 | -1.0 | -1.4
O=C1CC(NC2CCN(C(=O)c3cccc(F)c3)CC2)C(=O)N1 (stereo not drawn) | -0.1 | -3 | 0 | -0.7 | -0.9 | -0.1 | -0.6 | -2 | -1 | -0.4 | -0.5
CCOC(=O)NC(Nc1ccc(S(N)(=O)=O)cc1)(C(=O)OCC)C(F)(F)F (stereo not drawn) | -2.5 | 2 | -1 | -0.3 | -0.7 | 1.2 | 2.6 | -5 | 4 | 1.4 | -1.4
Nc1[nH]ncc1S(=O)(=O)c1ccccc1 | 0.4 | 0 | -2 | -1.6 | 0.3 | 0.1 | 0.7 | -3 | 2 | 1.1 | -0.5
O=C(c1ccc(S(=O)(=O)Nc2ccccc2)cc1)N1CCC1 | -1.6 | -1 | 0 | 0.6 | 0.8 | -1.1 | -0.2 | -1 | 1 | -0.4 | -1.4
Clc1ccc(C(c2nnnn2C2CCCCC2)N(Cc2cccnc2)Cc2ccco2)cc1 (stereo not drawn) | 1.6 | 0 | -12 | -1.1 | 6.7 | -0.3 | -3.1 | -2 | -14 | 0.8 | -0.8
Clc1ccc2nc(-c3ccccc3)c(CN3CCOCC3)n2c1 | 1.5 | 0 | -26 | -0.7 | 1.8 | -0.5 | 2.3 | -6 | 2 | -0.2 | -1.5
O=C(COc1ccc(Cl)cc1Cl)N/N=C/c1ccc(OC2OC(CO)C(O)C(O)C2O)cc1 (stereo not drawn) | -1.0 | -2 | -2 | -1.8 | -0.1 | -0.2 | -1.9 | -2 | -1 | -0.5 | -1.7
CCN(CC)C(=S)SCC(=O)Nc1nc(=O)c2ccccc2s1 | -3.3 | 8.5* | -12 | -0.4 | 1.1 | 0.8 | 0.2 | -5 | 0 | 0.2 | -1.3
O=C(CSc1ccccc1C(=O)N1CCCCC1)NCC1CCCCC1 | -2.1 | 3 | -3 | 2.3 | -1.2 | -1.4 | 1.2 | -1 | 0 | -0.2 | -1.2
OC[C@H]1OC(Nc2ccc(N=Nc3ccccc3)cc2)[C@@H](O)[C@@H](O)[C@@H]1O (stereo partly drawn) | -3.1 | -1 | 4 | -1.4 | -0.9 | 0.6 | 0.6 | 4 | 3 | 1.0 | -1.5
Clc1ccc(-c2nnc3n2CCCS3)cc1 | 0.1 | 2 | 0 | -2.5 | 1.6 | 0.4 | -1.1 | -4 | 0 | 0.7 | -0.4
O=C(Nc1cccc(F)c1)C1CCCN(c2cnccn2)C1 (stereo not drawn) | 0.8 | -3 | -34 | -0.5 | -1.5 | 0.0 | -0.9 | -9 | 3 | 0.1 | -1.2
COc1ccc(OC)c(CCNC(=O)Cc2ccc(NC3=NC4CS(=O)(=O)CC4S3)cc2)c1 (stereo not drawn) | -1.1 | 1 | -2 | -0.2 | -1.2 | -0.6 | -1.4 | -4 | 4 | 0.5 | -1.0
C(=C\c1ccco1)/c1nc2ccccc2[nH]1 | -2.4 | 1 | -103 | 7.3* | 3.6 | 2.4 | 9.5 | -32 | 5 | -1.4 | 0.4
CN(CCO)CCOCCOc1cccc2ccccc12 | -2.3 | -3 | 10 | -0.5 | 2.4 | 0.5 | 0.1 | -1 | -2 | 2.4 | -1.2
O=C1CN2CCC1C/C2=C\c1ccnc2c(Cl)cccc12 (stereo not drawn) | 0.1 | 0 | -7 | 4.6 | 1.9 | -1.2 | 2.4 | -7 | 12 | 0.8 | 0.1
C#CCNC(=O)C[C@@H]1C(=O)N(CCc2ccc(Cl)cc2)/C2=C/CCCCC[C@@]21C(=O)OCC | · | 3 | 6 | -2.1 | · | -0.9 | 1.1 | 1 | -5 | · | -1.1
Cc1cc(C)c(C#N)c(SCC(O)COc2ccc(Br)cc2)n1 (stereo not drawn) | -2.6 | -4 | 5 | -2.3 | 0.0 | 0.5 | -1.3 | 1 | 4 | -0.8 | -1.2
O=[N+]([O-])c1cc(F)c(N2CCOCC2)cc1N1CCCCC1 | -0.3 | -4 | 17 | -0.8 | 2.0 | -0.7 | 3.3 | 2 | 6 | 1.3 | -1.9
N#CCc1cnc2ccccc2n1 | -2.5 | 0 | -10 | 0.0 | 1.3 | -0.3 | -0.3 | -10 | 1 | 1.4 | -0.7
NC(CSCc1cccc(Br)c1)C(=O)O (stereo not drawn) | -1.0 | -1 | -6 | -0.6 | 0.4 | 0.7 | 2.2 | -1 | 1 | 0.6 | -1.5
Nc1nc(NCCO)nc(NCC2CCCO2)c1[N+](=O)[O-] (stereo not drawn) | -1.7 | -2 | 3 | 0.1 | 2.1 | 0.1 | -0.7 | 2 | 3 | 0.1 | -2.2
Cn1c(N/N=C2\CCCc3ccccc32)nc2c1c(=O)n(Cc1ccc(F)cc1)c(=O)n2C | -1.8 | -1 | -5 | 0.0 | 1.1 | -0.5 | -0.9 | -1 | 7 | 0.9 | -1.1
COc1ccc(NC(=O)c2ccc3c(c2)OCCO3)cc1OC | 0.8 | 3 | 4 | 5.0 | 5.7 | 1.1 | 8.1 | 2 | 3 | 1.4 | -0.3
Cc1ccc(S(=O)(=O)N2CCC(C(=O)NCCN3CCOCC3)CC2)cc1C | 1.5 | -3 | -13 | -0.7 | 1.7 | 0.1 | -1.3 | -7 | 3 | 0.7 | -0.2
COC(=O)[C@]12C[C@H](CC(=O)NCc3cccc4ccccc34)C(=O)N(CCC3=CCCCC3)C1=C[C@H](COCc1ccccc1)O[C@@H]2C | 0.3 | -5 | -2 | -1.2 | · | 1.0 | 1.0 | -3 | 0 | · | -0.9
COc1ccc(CN2C(=O)[C@@H]3Cc4c([nH]c5ccccc45)C(C)(C)N3C2=O)cc1 | 0.5 | 0 | 16 | -2.4 | -0.9 | -0.9 | -3.8 | 3 | 17 | -1.0 | -1.5
COc1cc2c(cc1OC)C(C1(O)CCCCC1)NCC2 (stereo not drawn) | -0.8 | -2 | -92 | -1.8 | 0.6 | 0.3 | -1.3 | -30 | -11 | 0.5 | -1.1
NC(=O)NC(c1ccccc1)c1cccc2ccccc12 (stereo not drawn) | 0.0 | 0 | -9 | 0.7 | 0.3 | 0.0 | -1.6 | -3 | -9 | 0.3 | -1.1
COc1ccc(CC(N)c2csc(NC(=O)NC(c3ccccc3)c3ccccc3)n2)cc1 (stereo not drawn) | 0.5 | -6 | 2 | 0.2 | -9.6 | 0.4 | -3.4 | 8.8* | -14 | · | -1.3
C/C=C/c1ccc(OCC(=O)Nc2ccncc2)c(OC)c1 | -1.4 | -2 | 3 | -2.9 | 1.2 | -1.3 | -2.5 | 5 | 8 | -3.0 | -1.8
C[C@H](O)[C@@H]1CN2CCc3c([nH]c4ccccc34)[C@@H]2C[C@@H]1N(C)C(=O)Nc1ccc(Br)cc1 | -4.0 | -1 | -188 | 0.8 | · | 0.6 | 4.9 | -51 | 3 | · | -0.5
COc1ccc(C)cc1NC(=O)c1ccc2c(c1)C(=O)N(Cc1ccncc1)C2=O | -0.6 | -2 | -9 | -0.1 | 0.0 | -0.9 | 2.0 | -5 | -3 | 0.1 | -1.0
O=C(O)CCCC(=O)N1CCN(c2ncccn2)CC1 | -2.0 | 1 | 2 | -1.8 | -0.3 | -0.2 | 2.1 | -4 | -1 | · | -1.7
Cc1ccc(S(=O)(=O)Nc2ccc3c(c2)n(C)c(=O)n3C)c(C)c1 | -0.1 | -7 | 1 | -1.9 | 2.9 | -0.4 | 3.0 | 0 | -1 | 1.3 | -1.1
CCCN(CC(=O)Nc1ccccc1OC)C(=O)c1cccc(S(=O)(=O)Nc2ccc(OC)cc2)c1 | -1.8 | -1 | 0 | -0.3 | -0.1 | -1.0 | -1.1 | 0 | -3 | 1.4 | -1.3
CCOCCCNC(=O)Cn1cnc2sc(C)c(S(=O)(=O)N3CCN(c4ncccn4)CC3)c2c1=O | 1.8 | -2 | -7 | -2.7 | 2.4 | -0.1 | -2.8 | -9 | 1 | -0.7 | -0.5
CCN(CC)C(=O)[C@H]1CC(CC(=O)NCCCn2ccnc2)C(=O)N2CCc3c([nH]c4ccc(OC)cc34)[C@]12C (stereo partly drawn) | -0.3 | -4 | -11 | 0.9 | -0.1 | -0.5 | 1.3 | -5 | 0 | 0.3 | -1.0
C=CCn1c(SCC(N)=O)nnc1-c1cc(Br)ccc1O | 1.0 | 2 | 1 | -0.8 | -1.3 | 0.0 | -2.1 | -3 | -9 | -0.2 | -1.7
c1ccc2c(c1)nc1n2C2(N3CCOCC3)CCCC2C1N1CCOCC1 (stereo not drawn) | 0.8 | 0 | 4 | -0.6 | -1.5 | -0.1 | 1.2 | -3 | 8 | -0.9 | -0.9
S=C(NCc1ccccc1)N1CCc2ccccc2C1 | -3.4 | 4 | 7 | 0.5 | 0.2 | -1.1 | -0.9 | -2 | -4 | -0.6 | -1.7
CC1CCc2c(sc3ncn(CC(=O)N=Nc4c(O)[nH]c5ccccc45)c(=O)c23)C1 (stereo not drawn) | -2.1 | 7 | 11 | 3.5 | 2.6 | -0.1 | 3.3 | 1 | -7 | 4.6* | 0.0
CCN(CC(=O)N1CCOCC1)S(=O)(=O)c1cc(Cl)ccc1Cl | 1.6 | 0 | 6 | 1.3 | -0.2 | -0.8 | 2.4 | 2 | -1 | 0.2 | -1.4
COc1cc(NS(=O)(=O)c2ccc(N/C=C\C(=O)c3ccc(C)cc3)cc2)nc(OC)n1 | -0.2 | 6 | -4 | 1.0 | 1.9 | 1.9 | 2.5 | -4 | 3 | 3.0 | -0.3

3 entries out of the list above, sorted by their value in DAX1 inh-2, highest first:
| mol | DAX1 inh-2 |
| --- | --- |
| O=C1CN2CCC1C/C2=C\c1ccnc2c(Cl)cccc12 (stereo not drawn) | 0.8 |
| CCN(CC)C(=S)SCC(=O)Nc1nc(=O)c2ccccc2s1 | 0.2 |
| Clc1ccc2nc(-c3ccccc3)c(CN3CCOCC3)n2c1 | -0.2 |
